Fluorescein autfl – qHTS Assay for Spectroscopic Profiling in Fluorescein Spectral Region; 59,000 tested, 0.91% active; Compound autofluorescence, 480/540 nm, fluorescein-equivalent; hits give high values; AID 593, 2007; max fluorescein-equivalent concentration, M; in the data active means max fluorescein-equivalent concentration above about 10 nM; inconclusive means between about 1.1 nM and that limit
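Normalized response (dye-equivalent concentration) derives from comparing each well's 540 nm emission, under 480 nm excitation, with plate-resident fluorescein standards. Compounds were held in 100 mM Tris, pH 8.0, for 15 min at room temperature.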
HBB splice mod – qHTS Assay for Modulators of Hemoglobin Beta Chain Splicing; HBB splicing reporter cell assay, activation; EGFP reporter with mutant IVS2-654 intron; response scale: normalised to 500 nM splice-correcting PNA; Potency, µM (top dose mostly 46.1 µM), for inactives: at the highest dose activation, most hits filed as activators; 65,000 tested, 0.06% active; AID 925, 2007; further: potency means the concentration at half of the fitted maximal effect; 0% is about no effect
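HeLa cells stably expressing EGFP interrupted by mutant beta-globin intron 2 (IVS2-654), 500/well in 2% FCS. Treated with compound for 2 days at 37C. Splicing correction scored as total well GFP intensity (488 nm excitation, 500-520 nm emission); 500 nM antisense PNA served as control.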
ERK AVP block – qHTS Assay for Inhibitors of the ERK Signaling Pathway using a Homogeneous Screening Assay. Potency, µM (doses to about 57.5 µM), without a hit: at the highest dose activity, negative = inhibition, actives largely listed as inhibitors. HEK293-V1b, vasopressin-stimulated pERK AlphaScreen. AID 995, 2007. 72,000 tested, 0.99% active; further: potency means the concentration at half of the fitted maximal effect; on the % scale 0 is the no-effect control and ±100 the full control effect; nearly all actives have a fitted effect of over 55% in size
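HEK293 cells stably expressing V1b receptor, seeded overnight in 1% FBS, were treated with compounds for 30 min at 37C, then stimulated 5 min with 25 nM vasopressin; phospho-ERK read by AlphaScreen SureFire after lysis.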
GFP derepression – qHTS Assay for Epigenetic Modulators. Potency, µM (highest dose often 46.1 µM), without a hit: at the highest dose GFP derepression (activation). 68,000 tested, 0.09% active. mouse C127i GFP locus derepression, cytometry, 30 h. AID 597, 2007; further: % of control where 0% means no effect
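Locus derepression in mouse mammary C127i cells whose integrated CMV-GFP reporter is normally silent; GFP expression after 30 h compound treatment was quantified by counting fluorescent cells.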
CRE Fsk mod – Cell signaling CRE-BLA (Fsk stim). 71,000 tested, 2.5% active. CHO CRE-bla reporter (cAMP response element driving beta-lactamase), forskolin EC10, beta-lactamase ratio. Potency, µM (doses to about 38.2 µM), without a hit: at the highest dose activity change, negative = inhibition, hits mostly activators. AID 662, 2007; active means well fitted activation curve with a large enough effect in the signal ratio, with a control signal flat, not every such curve was filed as active; inconclusive means small, poorly fitted or top-dose-only effect, or effect the other way, or a change in a side signal; the % refers to the signal ratio; further: potency means the concentration at half of the fitted maximal effect; % of control where 0% means no effect
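Cells were plated overnight at 37 °C, exposed to compound titrations plus EC10 NKH 477 for 3 h, then given CCF4 dye for 2 h at room temperature. Blue/green (460/530 nm) ratio was converted to %Activity and AC50 values calculated.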
A350 fluor – qHTS Assay for Spectroscopic Profiling in A350 Spectral Region | Compound autofluorescence, 340/450 nm, Alexa 350 dye-equivalents; hits give high values | max dye-equivalent concentration, M | 59,000 tested, 11% active | AID 590, 2007; in the data active means max dye-equivalent concentration above about 10 nM; inconclusive means mostly about 1.1 nM to 9.6 nM
4MU fluor – qHTS Assay for Spectroscopic Profiling in 4-MU Spectral Region; max dye-equivalent concentration, M; 59,000 tested, 11% active; compound autofluorescence, 340/450 nm, 4-MU equivalents; hits give high values; in the data active means max dye-equivalent concentration above about 10 nM; inconclusive means mostly about 1.1 nM to 9.6 nM
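Compounds in 100 mM Tris, pH 8.0, incubated 15 min at room temperature, then fluorescence read at 340 nm excitation/450 nm emission. Signal converted to 4-MU dye-equivalent concentration using an on-plate six-point 4-MU standard curve.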
TexasRed autofl – qHTS Assay for Spectroscopic Profiling in Texas Red Spectral Region. 59,000 tested, 0.06% active. Compound fluorescence, Texas Red channel, 547/618 nm; hits give high values. max dye-equivalent concentration, M; in the data active means max dye-equivalent concentration above about 10 nM; inconclusive means between about 1.1 nM and that limit
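Texas Red-region profiling: compounds in 100 mM Tris pH 8.0 were read at 547/618 nm after 15 min at room temperature. Intensities were normalized against a six-point Texas Red standard series to give dye-equivalent concentration.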
Ub-GFP proteasome – Ubiquitin-GFP Assay; Ubiquitin-GFP reporter cells, proteasome inhibition, GFP fluorescence; response scale: untreated = 0%, 10 µM MG-132 = 100%; Potency, µM (doses to about 45.9 µM), inactives show at the highest dose activation (GFP accumulation), actives largely listed as activators; 67,000 tested, under 10 active; active means well fitted activation curve with a large enough effect, not every such curve was filed as active; inconclusive means small, poorly fitted or top-dose-only effect, or another doubt; inactive means no such curve, though single readings can be large or run the other way; further: potency means the concentration at half of the fitted maximal effect
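U2OS cells expressing ubiquitin(G76V)-GFP, seeded overnight in 0.5% FBS medium, then treated 4 hr at 37 C across 46 uM to 2.9 nM. GFP-positive cells counted by laser cytometry (488 ex/515 em); %activity scaled between basal and 10 uM MG-132.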
FLuc inh – qHTS Assay for Inhibitors of Firefly Luciferase | AID 411, 2009 | purified firefly luciferase, luminescence, 8 min | Potency, µM (doses to about 57.1 µM), for inactives: at the top dose activity change, negative = inhibition, actives largely listed as inhibitors | Luciferin 4-monooxygenase (Photinus pyralis), P08659 | 72,000 tested, 2.2% active; further: potency means the concentration at half of the fitted maximal effect; on the % scale 0 is the no-effect control and ±100 the full control effect; nearly all actives have a fitted effect of over 40% in size
Target sequence (P08659 whole entry, looked up): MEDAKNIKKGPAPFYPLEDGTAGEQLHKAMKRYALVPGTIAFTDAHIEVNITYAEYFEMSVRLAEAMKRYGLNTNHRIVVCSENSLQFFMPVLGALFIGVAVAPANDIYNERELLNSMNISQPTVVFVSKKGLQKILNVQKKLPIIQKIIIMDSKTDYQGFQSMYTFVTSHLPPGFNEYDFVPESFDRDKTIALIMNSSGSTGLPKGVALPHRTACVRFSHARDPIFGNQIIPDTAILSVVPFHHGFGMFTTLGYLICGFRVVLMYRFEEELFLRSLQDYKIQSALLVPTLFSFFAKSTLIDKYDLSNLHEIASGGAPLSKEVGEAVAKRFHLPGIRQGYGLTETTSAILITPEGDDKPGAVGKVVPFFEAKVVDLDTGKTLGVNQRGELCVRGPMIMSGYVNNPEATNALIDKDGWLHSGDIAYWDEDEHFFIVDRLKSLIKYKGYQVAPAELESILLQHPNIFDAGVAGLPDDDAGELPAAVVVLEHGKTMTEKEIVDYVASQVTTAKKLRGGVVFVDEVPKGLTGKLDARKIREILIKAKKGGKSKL
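Firefly luciferase (PKLight detection mix) with 10 uM ATP in pH 7.2 imidazole buffer (KCl, MgCl2, Tween 20, BSA). Compounds tested across a concentration series (qHTS). Luminescence read after 8 min at ambient temperature.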
Hsp90 Hop PPI – qHTS Assay for Disrupters of an Hsp90 Co-Chaperone Interaction. AID 595, 2007. Potency, µM (top dose mostly 57 µM), for the others: at the top dose activity change, negative = inhibition. Hsp90 C-terminal peptide / TPR2A (Hop) interaction, human. AlphaScreen TPR2A-His6 binding biotin-Hsp90 C-terminal peptide. 71,000 tested, 0.44% active; active means well fitted curve in either direction with a large enough effect; inconclusive means small, poorly fitted or top-dose-only effect, or another doubt; further: potency means the concentration at half of the fitted maximal effect; on the % scale 0 is the no-effect control and ±100 the full control effect; many of its hits are not listed in these tables
Active calls of the source: *; i = inactive; ? = inconclusive; · = not tested or not shown; & = joins results of further samples; [ ] = another dose, or the depositor's remark. Unless noted, the call rests on the fitted dose curve; in most records, active means well fitted curve in the direction sought with a large enough effect; inconclusive means small, poorly fitted or top-dose-only effect, or another doubt; inactive means no such curve, though single readings can be large; an effect the other way counts as inactive or inconclusive. A portion of the library, so the mix of outcomes need not match the whole.

SMILES	Fluorescein autfl	HBB splice mod	ERK AVP block	GFP derepression	CRE Fsk mod	A350 fluor	4MU fluor	TexasRed autofl	Ub-GFP proteasome	FLuc inh	Hsp90 Hop PPI
Cc1csc(SCC(=O)Nc2nc3ccccc3s2)n1	i	-1.3%	-11%	3%	24%	i	i	i	1%	4%	-5%
CC(=O)c1ccc(OCCCC(=O)N2CCN(S(=O)(=O)c3cccs3)CC2)cc1	i	-0.2%	-18%	4%	?	i	i	i	2%	-3%	-1%
COCCNC(=O)c1c(N)n(CCC2=CCCCC2)c2nc3ccccc3nc12	?	·	·	-6%[20.6 µM]	·	4.8e-07M*	4.5e-07M*	i	·	3%[25.5 µM]	·
COc1ccc(C(=O)NCCSCc2ccco2)cc1OC	·	-3.1%[0.0738 µM]	8%	-2%	?	·	·	·	5%[9.17 µM]	-1%	-6%[11 µM]
O=C1CC(C(=O)N2CCN(c3ccc(F)cc3)CC2)CN1CCc1ccccc1 (stereo unspecified)	·	-1.4%	-6%	0%	-11%	·	·	·	5%	-1%	-5%
CS(=O)(=O)N(CC(=O)N1CCOCC1)Cc1ccccc1	i	-1.6%	14%	-6%	-1%	i	i	i	-3%	-1%	?
CN(C)C(=O)c1nc(C#N)c(N(C)C)o1	i	3.6%[0.369 µM]	-20%	0%	?	?	?	i	·	1%	-2%
COc1ccccc1N1CCN(c2cc(=O)n(-c3ccc(Br)cc3)c(=O)[nH]2)CC1	i	-3.5%	1%	0%	?	i	i	i	-7%	0%	5%
Cc1nc(N2CCOCC2)c2nc(-c3ccccc3)n(CC(C)(C)CN(C)C)c2n1	·	-0.4%	1%	·	-7%	·	·	·	4%	·	-1%
O=C1c2ccccc2S(=O)(=O)N1Cc1nnc(-c2ccccc2Br)o1	i	0.0%[57.5 µM]	-19%	1%	?	3.5e-08M*	2.4e-08M*	i	-1%	-4%	3%
CC(C)(C)N1C(=O)Cc2c1nc(N)c1c(N)nc(N3CCCCC3CO)c(C#N)c21 (stereo unspecified)	?	-4.6%	-15%	3%	2.5µM*	8.4e-08M*	5.4e-08M*	?	1%	-7%	?
O=C(NC1CCCCC1)N1CCC(n2cnc3ccccc32)CC1	?	-1.5%	12%	0%	-6%	i	i	?	-2%	-1%	-2%
C/C(=C\C(=O)c1ccc(Br)cc1)N1CCCCC1	·	1.5%	7%	2%	-14%	·	·	·	0%	-2%	1%
CCOc1ccc2[nH]c(=O)c(CN(CC3COCCO3)C(=O)c3ccco3)cc2c1 (stereo unspecified)	?	-1.9%	2%	0%	1%	6.3e-07M*	3.9e-07M*	?	2%	1%	-3%
Clc1ccc(C=Nc2ccc3c(c2)Cc2ccccc2-3)c(Cl)c1	i	2.2%[9.22 µM]	10%[11.5 µM]	6%[9.22 µM]	-10%[7.6 µM]	i	i	i	5%[9.17 µM]	2%[11.4 µM]	4%[11 µM]
Cc1noc(C)c1S(=O)(=O)N1CCCC(C(=O)NCCC2=CCCCC2)C1 (stereo unspecified)	i	-0.7%	14%	-2%	5%	i	i	i	2%	1%	-3%
O=C(c1cn(-c2ccccc2)nc1-c1ccccc1)N1CCOCC1	i	-0.6%	-15%	3%	-3%	i	i	?	-4%	-28%	-4%
CN(C)S(=O)(=O)c1ccc2c(c1)C(CC(=O)O)NC2=O (stereo unspecified)	i	·	4%	1%	-1%	i	i	i	1%	3%	1%
COCCN1Cc2cccc(C(=O)Nc3c(C)cc(C)cc3C)c2C1=O	i	0.4%	22%	0%	?	i	i	i	8%	2%	-1%
O=C(Nc1ccccc1)N(C1=NCCCCS1)c1ccccc1	i	·	15%	-1%	0%	i	i	i	0%	-5%	3%
CC(=O)/C(C[N+]1(C)CCCCC1)=N\O	i	2.8%[57.5 µM]	4%	-3%	5%	?	i	i	-2%	1%	-4%
COc1ccc2sc(C)nc2c1NC(C)=O	i	·	-1%	-1%	-1%	i	i	i	2%	1%	0%
COc1ccc(N2CSC3=C(C#N)C(c4ccc(OC)c(OC)c4)CC(=O)N3C2)c(OC)c1 (stereo unspecified)	·	-0.6%	?	-3%	?	·	·	·	6%	-27%	-19%
C=CCNC(=O)C1CC(c2cccc(OC)c2)=NO1 (stereo unspecified)	i	0.1%	4%	-4%	-11%	i	i	i	-6%	0%	-2%
O=C(c1cccnc1)N1CCC(c2nc3ccccc3[nH]2)CC1	i	·	13%	1%	-2%	i	i	i	5%	1%	-1%
CCc1cccc(NC(=O)Nc2cccs2)c1	i	-1.6%	-22%	0%	-12%	i	i	i	-3%	16µM*	-11%
COc1ccccc1NC(=O)C(C)NS(=O)(=O)c1ccccc1 (stereo unspecified)	i	1.1%	-22%	2%	-6%	i	i	?	-2%	-1%	0%
O=C(Oc1ccccc1)N1CCC2(CC1)CCN(c1ccncc1)CC2	i	3.4%	?	0%[9.22 µM]	18%	i	i	i	0%	1%[11.4 µM]	2%
COc1ccc2c(c1)N(C(=O)CSc1n[nH]c(C)n1)C(C)(C)C=C2C	i	-0.9%	-26%	3%	3%	i	i	i	-2%	1%	-2%
COc1cccc(NC(=O)CSc2nc3n[nH]c(C)c3c(=N)n2-c2cccc(OC)c2)c1	i	-0.8%	7%	-2%	2.5µM*	i	i	i	-9%	-2%	-8%
CCn1c(SCC(=O)Nc2cc(F)ccc2C)nnc1-c1ccccc1O	?	-1.5%	-11%	0%	0%	i	i	i	-5%	0%	-3%
COc1ccc(CNc2ccc(-c3ccc(OC)cc3)nn2)cc1	i	·	5%	0%	-4%	i	i	i	-4%	1%	-3%
CCOC(=O)C1=C(C)N=C2SC(C)C(=O)N2C1c1ccc(OC(C)=O)c(OC)c1 (stereo unspecified)	?	·	·	0%[20.6 µM]	·	i	i	i	·	-1%[25.5 µM]	·
COc1cccc(CNC(=O)CCNS(=O)(=O)c2cccs2)c1	?	-0.6%	1%	-2%	-9%	i	i	i	-3%	-1%	-4%
O=C(c1cccs1)N(Cc1nc2sc3c(c2c(=O)[nH]1)CCCC3)C1CCCC1	?	-2.1%	19%	0%	0%	?	i	?	-2%	-32%	-6%
CC(NC(=O)Cn1ccsc1=N)C12CC3CC(CC(C3)C1)C2 (stereo unspecified)	i	-3.3%	12%	0%	-9%	i	i	?	9%	1%	3%
CN(C(=O)C(Cl)Cl)c1ccc(OC(=O)c2ccco2)cc1	i	-0.8%[20.6 µM]	-4%[25.7 µM]	0%&-3%[20.6 µM]	2%[17.1 µM]	?	i	i	6%[20.5 µM]	-3%&1%[25.5 µM]	-5%[26 µM]
O=c1/c(=C/c2cccc3ccccc23)sc2ncnn12	?	0.4%	13%	2%	-4%	i	i	i	-3%	-1%	0%
CCC(C)(C(=O)NC1CCCC1)N(C(=O)c1cnccn1)c1c(C)n(C)n(-c2ccccc2)c1=O (stereo unspecified)	i	-1.3%	29%	-1%	?	i	i	i	10%	1%	-2%
CCn1c(SCC(=O)Nc2cccc(NC(C)=O)c2)nnc1C(C)C	?	·	-17%	2%	-4%	i	i	i	1%	1%	-3%
O=C(c1ccc2c3c(cccc13)C(=O)N(O)C2=O)N1CCCCC1	i	·	·	0%[20.6 µM]	·	i	i	i	·	1%[25.5 µM]	·
CCNC(=O)CCCOc1ccc(Cl)cc1Cl	·	0.6%	1%	-2%	9%	·	·	·	3%	-12%	-4%
O=C(c1ccco1)N1CCN(C(c2ccccc2F)c2nnnn2Cc2cccs2)CC1 (stereo unspecified)	i	-0.4%[57.5 µM]	8%	-4%	2%	i	i	?	-6%	-3%	0%
Cc1cc(C(=O)CSc2nc3ccccc3c(=O)[nH]2)c(C)n1C	i	-0.1%[57.5 µM]	-7%	3%	?	i	i	i	-3%	-4%	-5%
Cn1c(=O)c2[nH]c(CCCCC(=O)O)nc2n(C)c1=O	i	2.3%[9.22 µM]	14%[11.5 µM]	-7%[9.22 µM]	10%[7.6 µM]	i	i	i	1%[9.17 µM]	0%[11.4 µM]	2%[11 µM]
Cc1cc2oc(=O)c3c(c2cc1OC(=O)c1ccco1)CCCC3	?	0.3%	-5%	0%	12%	?	i	?	-8%	1%	-5%

Screens as filed in PubChem BioAssay.
